Bioassay records as filed in PubChem BioAssay.
S2 tox – viability counter-screen for ATXN expression inhibitors. S2 cells (HEK-293 line with an ATXN2-luciferase reporter) viability, CellTiter-Fluor protease fluorescence, 24 h. Potency, µM (series often up to 56.7 µM), hits mostly cytotoxic. hit rate 0.49% among 400,000; also: potency is read from the fitted curve at half-maximal effect; nearly all actives have a fitted effect of over 40% in size
IL1B secr inh – inhibitors of inflammasome signaling (IL-1 beta secretion); THP-1 LPS/ATP IL-1B secretion, AlphaLISA, 16 h; stronger effect = lower value; activity change, % at 57.5 µM; hit rate 4.7% among 360,000; AID 743279; in the data active = activity change below about -50%; inconclusive = mostly about -30% to -49%; also: % is scaled to controls: 0 for no effect and ±100 for the full control effect
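Secreted IL-1B measured by AlphaLISA bead assay after 16 h compound exposure of THP-1 cells; compounds (final up to 57.5 uM) added 1 h before LPS (250 ng/mL) and ATP (1.25 mM) stimulation; lower signal means less secretion.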
Nrf2 block – Nrf2 pathway inhibition; hit rate 2.1% among 360,000; Potency, µM (titrated, usually from 46 µM), without a hit: top-dose activity change, negative = inhibition, hits mostly inhibitors; A549 ARE-Fluc reporter, luciferase luminescence, 18-24 h; also: potency is read from the fitted curve at half-maximal effect; % is scaled to controls: 0 for no effect and ±100 for the full control effect; nearly all actives have a fitted effect of over 60% in size
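Quantitative HTS in A549 cells stably bearing an antioxidant response element-firefly luciferase construct. Inhibition of Nrf2-driven transcription was scored by luminescence after 18-24 h of compound exposure at 37 °C.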
ATXN2 expr inh – inhibitors of ATXN2 expression. hit rate 0.72% among 360,000. AID 1745845. HEK-293 ATXN2-luciferase reporter, luminescence, 24 h. Potency, µM (top dose mostly 57 µM), without a hit: top-dose activity change, negative = inhibition, actives largely listed as inhibitors; also: potency is read from the fitted curve at half-maximal effect; % is scaled to controls: 0 for no effect and ±100 for the full control effect; nearly all actives have a fitted effect of over 55% in size
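ATXN2-luciferase reporter cells (luciferase flanked by upstream and downstream ATXN2 gene portions) were treated 24 h at 37 °C with compounds at up to 57 uM. SteadyGlo luminescence gave expression; GF-AFC fluorescence gave viability.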
TGFb inhibitor – inhibitors of TGF-b signaling. HepG2 CAGA-GFP TGF-b/SMAD3 reporter, GFP fluorescence, 18 h; TGF-beta stimulated, 500 pg/mL final. AID 588855. Potency, µM (titrated, usually from 46.1 µM), for the others: at the top dose activity, negative = inhibition, usual class: inhibitors. hit rate 1.2% among 410,000; also: potency is read from the fitted curve at half-maximal effect; % is scaled to controls: 0 for no effect and ±100 for the full control effect; nearly all actives have a fitted effect of over 65% in size
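Per well, imaged GFP fluorescence of HEPG2 CAGA-GFP cells gives the signal; cells get compound, then TGF-beta (500 pg/mL final), 18 h at 37 degrees C; %Activity versus -TGF-beta and +DMSO controls.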
Nrf2 activator – activates Nrf2 signaling; AREc32 ARE-luciferase reporter (MCF7-derived line), luminescence, 24 h; Potency, µM (series often up to 46.1 µM), for the others: top-dose activation, most hits filed as activators; hit rate 0.31% among 410,000; also: potency is read from the fitted curve at half-maximal effect; % of control where 0% means no effect; nearly all actives have a fitted effect of over 65% in size
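Luciferase luminescence (Steady-Glo, 30 min at room temperature) served as the read-out of ARE activation in AREc32 cells treated with compounds for 24 hr at 37 deg C.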
MCF10A rereplic – induces DNA re-replication in MCF 10a normal breast cells. AID 624296. MCF 10A DNA re-replication, Hoechst nuclear intensity, 48 h. hit rate 2.9% among 350,000. Potency, µM (highest dose often 46.1 µM), without a hit: at the top dose activity, positive = re-replication, hits mostly activators; also: potency is read from the fitted curve at half-maximal effect; % of control where 0% means no effect; nearly all actives have a fitted effect of over 50% in size
A549 tox – kills or reduces viability of A549 cells in Nrf2 counter-screen; A549 ARE-Fluc cells, CellTiter-Fluor viability, 18-24 h; Potency, µM (highest dose often 46 µM), for the others: top-dose activity change, negative = cytotoxicity, actives largely listed as inhibitors; hit rate 0.16% among 390,000; AID 504648; also: potency is read from the fitted curve at half-maximal effect; % is scaled to controls: 0 for no effect and ±100 for the full control effect
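Cytotoxicity counterscreen: CellTiter-Fluor fluorescence was measured in A549 ARE_Fluc cells after 18-24 h of compound exposure in a concentration series. The subsequent BugLite luminescent read reports ARE-luciferase activity.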
HepG2 tox – counter-screen for TGF-b inhibitors: cytotoxicity in HepG2 cells | Potency, µM (highest dose often 46.1 µM), for inactives: top-dose activity change, negative = cytotoxicity, most hits filed as cytotoxic | hit rate 0.76% among 410,000 | HepG2 CAGA-GFP viability, ATP luminescence, 18 h; also: potency is read from the fitted curve at half-maximal effect; some results filed as inactive show a strong effect at the top dose
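CellTiter-Glo luminescence gave cytotoxicity after 18 hours at 37 degrees C. The cells were HepG2 CAGA-GFP in 1% FBS DMEM, stimulated with 500 pg/mL TGF-beta after compound addition. %Activity was normalised to no-cell wells (complete cell-killing) and DMSO (no toxicity), and curves were fitted and classified.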
The depositor's hits bear a star; i = inactive; ? = inconclusive; nt = not tested or not shown; & = joins results of further samples; [ ] = dose if it differs, or a comment. Unless noted, calls follow the shape of the dose curve; as a rule, active = well fitted curve in the direction sought with a large enough effect; inconclusive = small, poorly fitted or top-dose-only effect, or another doubt; inactive = no such curve, though single readings can be large; an effect the other way counts as inactive or inconclusive.

Fields: HepG2 tox	MCF10A rereplic	S2 tox	A549 tox	Nrf2 block	TGFb inhibitor	IL1B secr inh	ATXN2 expr inh	Nrf2 activator
- CN1CCN(C(=O)c2ccc(CN(c3ccccc3)S(=O)(=O)c3ccccc3)cc2)CC1
→ -10%	20%	i	1%	-11%	-2%	-12	5%[11.3 µM]	-0.7%
- O=C(N/N=C/c1cccn1-c1cccc(C(=O)O)c1)Nc1ccccc1
→ 0%	?	i	-1%	22%	6%	0	5%	4.0%
- CC(=O)c1sc2nc(-c3ccccc3)cc(C)c2c1N
→ -3%	1%	i	-4%	0%	?	-19	-8%	16%
- COc1ccc(N2C(=O)CSC23C(=O)N2CCCc4cccc3c42)cc1 (stereo not given)
→ -2%	-2%	i	2%	5%	8%	-7	-2%	1.7%
- CN1CCN(Cc2c(O)ccc3c2oc(=O)c2ccccc23)CC1
→ -8%	3%	i	-11%	6%	14%	-66*	-25%	0.1%
- CCOc1cc2[nH]c(=O)n(Cc3ccccc3)c(=O)c2cc1OCC
→ -3%	0%	nt	-12%	4%	?	-24	nt	-0.6%
- Cc1ccc(S(=O)(=O)N(C)/N=C/c2ccc(N(C)C)cc2)cc1
→ 1%	3%	i	-3%	?	13%	-15	-9%	0.3%
- c1ccc2cc(N3CCCCC3)ccc2c1
→ 1%	5%	?	3%	10%	-3%	-4	3%	-0.8%
- Cc1ccc(NC(=O)Cn2c(=O)n(-c3ccccc3)c(=O)c3ccc(C(=O)NCc4ccc5c(c4)OCO5)cc32)cc1
→ -2%	nt	i	-4%	?	18%	nt	8%	0.2%
- COc1ccc(-c2nc(N3CCN(S(=O)(=O)c4ccc(C)cc4)CC3)c3ccccc3n2)cc1
→ -21%	nt	nt	-1%	?	-8%	nt	nt	nt
- S=C(N/N=C/c1ccc2ncccc2c1)Nc1ccccc1
→ 1%	-5%	i	3%	13µM*	?	-11	nt	0.4%
- Cc1cc(C)c(S(=O)(=O)N(C)CC(=O)NCc2ccncc2)c(C)c1
→ -8%	28%	i	9%	-4%	2%	25	-18%	2.3%
- S=C1NCN(C2CCCCC2)CN1CCc1ccccc1
→ -7%	9%	i	12%	-7%	1%	12	-22%	-1.6%
- CC(C)C[C@H](N)C(=O)N1CCC(C(=O)N[C@H](C(=O)NC(C)c2ccccc2)C(C)C)CC1 (stereo not given in full)
→ 29%	0%	i	-2%	3%	14%	-23	2%	0.3%
- Cc1ccc(NC(=O)Cc2nnc(SCC(=O)Nc3nncs3)n2C)cc1
→ 6%	2%	i	1%	-2%	12%	11	-1%	-0.1%
- Fc1ccc2cnc(CCO[C@H]3CCCCO3)cc2c1
→ -8%	0%	i	0%	?	-2%	-15	-7%	-0.5%
- Fc1cccc(Cc2c(-c3cccc(Cl)c3)nc3ccc(Cl)cn23)c1
→ -13%	nt	?	nt	nt	?	31	-9%	10%
- CC(=O)N1CCCc2cc(S(=O)(=O)N(C)CC(=O)Nc3ccccc3)ccc21
→ -1%	nt	nt	nt	nt	7%	30	nt	-0.5%
- CC1CC1C(=O)Nc1nc(-c2ccccn2)cs1 (stereo not given)
→ -12%	28%	i	-2%	nt	-14%	-20	17%	0.0%
- Cc1cccc(C(=O)NCC(=O)NC2CCC(C)CC2)c1 (stereo not given)
→ 2%	-1%	i	3%	?	1%	3	21%	2.0%
- O=C(O)/C=C\C(=O)NCc1ccccc1
→ 3%	-1%	i	-6%	1%	8%	20	2%	-0.3%
- O=C1C2CC(O)CN2C(=O)N1c1ccccc1 (stereo not given)
→ 10%	2%	?	0%	6%	8%	38	-26%	0.5%
- COc1ccc(CCNC(=O)C2CCCN(c3ncccn3)C2)cc1 (stereo not given)
→ -5%	6%	i	-1%	8%	2%	11	-6%[11.3 µM]	0.3%
- CCOc1ccccc1N1CC(C(=O)Nc2cc(Cl)ccc2-n2cncn2)CC1=O (stereo not given)
→ -6%	-2%	i	-1%	-2%	-19%	5	-5%	0.1%
- Cc1ccc2c(c1)CC(C)N2S(=O)(=O)c1nnc(NC(=O)CC(C)C)s1 (stereo not given)
→ 4%&-6%	-4%	i	-4%&1%	-14%&29%	?	41	7%	-0.8%&-0.8%
- O=C(c1ccco1)N1CCCC(c2nc3c(nnn3Cc3cccc(Cl)c3)c(=O)[nH]2)C1 (stereo not given)
→ -2%	17%	i	-16%	-26%	-1%	?	-20%	10%
- CC12CCC(C[N+](C)(C)C1)C2(C)C (stereo not given)
→ 1%	-6%	?	0%	8%	13%	18	2%	-0.5%
- CCCCCn1c(SCCC(C)C)nc2c1c(=O)[nH]c(=O)n2C
→ 1%	?	?	-14%	?	15%	-8	?	0.5%
- N#CCN=C(c1ccccc1)c1ccccc1
→ 23%	21%	i	-2%	8%	14%	22	7%	0.1%
- Cc1ccnc(NS(=O)(=O)c2ccc(NC(=O)c3cc(=O)c4ccc(C)c(C)c4o3)cc2)n1
→ 0%	nt	i	5%	-9%	3%	nt	-9%	0.6%
- COCCN(C(=O)c1ccc(N2CCCC2=O)cc1)c1c(N)n(Cc2ccccc2)c(=O)[nH]c1=O
→ -3%	3%	i	0%	-19%	-4%	-19	-3%	-2.5%
- CSCC[C@H](NC(=O)c1ccc2ccccc2c1)C(=O)N1CCC2(CC1)NCCc1[nH]cnc12
→ -6%	1%	?	?	-9%	5%	?	4%	0.5%
- CCOc1cc(C(=O)Nc2cccc(OCC(=O)N3CCOCC3)c2)cc(OCC)c1OCC
→ -5%	-13%	i	8%	-7%	-4%	65	-3%	-0.6%
- CCc1nnc(NC(=O)c2ccc(Cl)c(S(=O)(=O)N3CCc4ccccc43)c2)s1
→ -61%	22%	?	-14%	nt	?	7	-4%	-0.3%
- CC1CN(C(=O)N2CCC(C(=O)NCc3ccco3)CC2)c2ccccc2O1 (stereo not given)
→ -5%	nt	nt	?	?	-8%	nt	nt	0.5%
- CCOC(=O)N1CCc2c(sc(NC(=O)Cc3ccccc3)c2C(=O)c2ccc(OC)cc2)C1
→ -45%	?	i	-1%	?	-5%	-7	-34%	22%
- COc1cc2c(cc1OC)C1(CCCC1)C(N)=C2C#N
→ 1%	?	?	-9%	nt	-1%	-17	-9%	-0.5%
- O=C(Nc1c2c(nn1-c1ccc(F)cc1)CS(=O)(=O)C2)c1ccc(Br)o1
→ 2%	2%	i	2%	-1%	2%	-10	-17%	-0.1%
- CCOC1Cc2ccccc2N(C(N)=O)c2ccccc21 (stereo not given)
→ -2%	2%	i	-3%	-3%	9%	-4	5%	0.2%
- CN(C)S(=O)(=O)c1ccc(C(=O)NCCSc2ccccc2)cc1
→ -12%	-1%	i	-12%	?	3%	-7	33%[activator]	2.5%
- O=C(COc1ccccc1)NCC(c1cccs1)S(=O)(=O)c1ccc(Cl)cc1 (stereo not given)
→ -20%	nt	i	2%	nt	-26%	nt	-3%	6.1%
- COCCCNc1nc(N)c([N+](=O)[O-])c(NC2CCCCC2)n1
→ -1%	?	i	1%	-16%	0%	89	-15%	-0.2%
- O=c1c2oc3ccccc3c2n(Cc2ccccc2F)c(=O)n1Cc1ccco1
→ 10%	nt	i	1%	9%	1%	nt	3%	0.5%
- Clc1ccc(-n2ncc3c(NCc4cccs4)ncnc32)cc1
→ -34%	4%	nt	-7%	?	?	10	nt	0.8%
- CCOc1ccc(-c2onc(C(F)(F)F)c2-c2cscn2)c(O)c1
→ -44%	?	i	?	?	-15%	-2	-16%	-0.6%

Two compounds from above, reduced to HepG2 tox, Nrf2 block and S2 tox:
molecule | HepG2 tox | Nrf2 block | S2 tox
COc1ccc(CCNC(=O)C2CCCN(c3ncccn3)C2)cc1 (stereo not given) | -5% | 8% | i
CSCC[C@H](NC(=O)c1ccc2ccccc2c1)C(=O)N1CCC2(CC1)NCCc1[nH]cnc12 | -6% | -9% | ?

Continuation.
Fields: HepG2 tox	MCF10A rereplic	S2 tox	A549 tox	Nrf2 block	TGFb inhibitor	IL1B secr inh	ATXN2 expr inh	Nrf2 activator
- Cc1cc(C(=O)NC2CCCC2)on1
→ 15%	13%	i	-2%	3%	9%	7	-1%	-0.3%
- COC(=O)c1ccccc1NC(=O)C12CCC(C)(C(=O)O1)C2(C)C (stereo not given)
→ -1%	1%	i	-2%	-18%	9%	9	-5%	0.4%
- Cn1cccc1/C=C(/C#N)C(N)=S
→ 19%	-3%	i	?	-16%	9%	6	-29%	0.3%
- CCc1ccc(S(=O)(=O)c2nnn3c2nc(N2CCN(CC)CC2)c2sccc23)cc1
→ 3%	nt	nt	-2%	28%	2%	nt	nt	-0.3%
- COc1ccc(C(=O)Nc2nc3n(n2)C(c2ccc(F)cc2)C=C(c2ccc(Cl)cc2)N3)cc1 (stereo not given)
→ -5%	nt	nt	11%	?	35%[activator]	nt	-5%	0.1%
- COC(=O)c1cccc(Nc2nc3ccccc3nc2C)c1
→ -11%	?	i	-14%	?	3%	13	5%	5.7%
- COc1cc(OC)c(S(=O)(=O)N2CCN(C(=O)c3ccco3)CC2)cc1NC(C)=O
→ 6%	0%	i	2%	4%	13%	16	2%	-1.0%
- CCCN(c1ccc(OCC)cc1)c1ncnc2nc[nH]c12
→ -16%	11%	i	1%	-10%	-15%	-21	14%	-0.8%
- O=C(N/N=C/c1cccc([N+](=O)[O-])c1)c1ccc(Br)cc1
→ 1%	-2%	i	8%	8%	-5%	-30	4%	3.4%
- O=C(CSc1nnnn1C1CCCCC1)NCc1ccc2c(c1)OCO2
→ -1%	-22%	i	1%	2%	6%	-10	2%	0.1%
